# From PubChem BioAssay
# RXFP1 antag: RXFP1 (human) relaxin receptor antagonism; Q9HBX9; HEK293-RXFP1, relaxin-stimulated cAMP HTRF, 30 min; stronger effect = lower value; activity change, negative = inhibition, % at 57.5 µM; 0.59% of 350,000 active;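 active = activity change of -60% or lower, but not beyond a set lower limit; inconclusive = change between -60% and -40%, or beyond the set limit; inactive = change above -40%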; note: % is set by controls: 0 for no effect and ±100 for the full control effect
# APEX1 inh: APE1 (human) endonuclease inhibition | recombinant APE1, TAMRA/BHQ-2 abasic DNA cleavage fluorescence | Potency, µM (titrated, usually from 65.8 µM), inactives show at the top dose activity change, negative = inhibition, actives largely listed as inhibitors | 0.35% of 350,000 active | AID 2517;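 note: potency is the fitted concentration of half-maximal effect; plate controls were vehicle for no effect and reference inhibitor for full effect; nearly all actives have a fitted effect of over 55% in size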
#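 Quantitative HTS: incision of a TAMRA/BHQ-2 double-stranded substrate bearing a tetrahydrofuran abasic site by 0.75 nM APE1 raises fluorescence. Substrate 50 nM final, added after 15 min compound preincubation at room temperature; progress as third-minus-first kinetic read difference.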
# PGK inhibitor: inhibitors of T. brucei phosphoglycerate kinase. PGK/GAPDH coupled, Kinase-Glo luminescence, 60 min. AID 602233. Potency, µM (doses to about 57.5 µM), for inactives: at the highest dose activity change, negative = inhibition, most hits filed as inhibitors. 0.043% of 380,000 active. P07378; note: potency is the fitted concentration of half-maximal effect; % is set by controls: 0 for no effect and ±100 for the full control effect; nearly all actives have a fitted effect of over 60% in size
#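 Recombinant glycosomal PGK reaction used 1,3-bisphosphoglycerate generated in-well by GAPDH (100nM final) in 100mM TEA pH 7.6, 5mM MgCl2, 0.01% Tween-20. After 60 minutes at room temperature, ATP was read by Kinase-Glo Plus luminescence end-point.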
# Anesthetic bind: binds horse apoferritin like a general anesthetic. Potency, µM (highest dose often 77.5 µM), for inactives: at the highest dose activity change, negative = displacement, hits mostly inhibitors. apoferritin/1-aminoanthracene competitive binding, fluorescence. AID 485281. P02791. 0.074% of 350,000 active; note: potency is the fitted concentration of half-maximal effect; % is set by controls: 0 for no effect and ±100 for the full control effect; nearly all actives have a fitted effect of over 20% in size
#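 Concentration-response curves derived by four-parameter Hill fitting of normalized fluorescence, where compounds displaced 1-AMA from 10 uM horse apoferritin following a brief 10 min room-temperature incubation; propofol titration acted as positive control.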
# POLI inh: DNA polymerase iota (human) inhibition | Q9UNA4 | Pol iota fluorescent replication assay, 10 min | Potency, µM (highest dose often 115 µM), for the others: at the top dose activity, negative = inhibition, actives largely listed as inhibitors | 1% of 390,000 active | AID 588590; note: potency is the fitted concentration of half-maximal effect
#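 Fluorescent replication assay read twice, at 0 min and 10 min after adding 50 nM (final) substrate. Enzyme (10 nM) and compounds were first incubated 15 min at room temperature; enzyme-free buffer wells were negative controls.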
# BLM inh: inhibitors of human Bloom syndrome helicase BLM. recombinant BLM DNA unwinding, fluorescence dequenching. Potency, µM (series often up to 56.1 µM), for inactives: at the highest dose activity change, negative = inhibition, hits mostly inhibitors. 0.2% of 350,000 active;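 note: potency is the fitted concentration of half-maximal effect; plate controls were vehicle for no effect and no enzyme for full effect; nearly all actives have a fitted effect of over 35% in size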
# Target sequence (P54132 whole entry, looked up): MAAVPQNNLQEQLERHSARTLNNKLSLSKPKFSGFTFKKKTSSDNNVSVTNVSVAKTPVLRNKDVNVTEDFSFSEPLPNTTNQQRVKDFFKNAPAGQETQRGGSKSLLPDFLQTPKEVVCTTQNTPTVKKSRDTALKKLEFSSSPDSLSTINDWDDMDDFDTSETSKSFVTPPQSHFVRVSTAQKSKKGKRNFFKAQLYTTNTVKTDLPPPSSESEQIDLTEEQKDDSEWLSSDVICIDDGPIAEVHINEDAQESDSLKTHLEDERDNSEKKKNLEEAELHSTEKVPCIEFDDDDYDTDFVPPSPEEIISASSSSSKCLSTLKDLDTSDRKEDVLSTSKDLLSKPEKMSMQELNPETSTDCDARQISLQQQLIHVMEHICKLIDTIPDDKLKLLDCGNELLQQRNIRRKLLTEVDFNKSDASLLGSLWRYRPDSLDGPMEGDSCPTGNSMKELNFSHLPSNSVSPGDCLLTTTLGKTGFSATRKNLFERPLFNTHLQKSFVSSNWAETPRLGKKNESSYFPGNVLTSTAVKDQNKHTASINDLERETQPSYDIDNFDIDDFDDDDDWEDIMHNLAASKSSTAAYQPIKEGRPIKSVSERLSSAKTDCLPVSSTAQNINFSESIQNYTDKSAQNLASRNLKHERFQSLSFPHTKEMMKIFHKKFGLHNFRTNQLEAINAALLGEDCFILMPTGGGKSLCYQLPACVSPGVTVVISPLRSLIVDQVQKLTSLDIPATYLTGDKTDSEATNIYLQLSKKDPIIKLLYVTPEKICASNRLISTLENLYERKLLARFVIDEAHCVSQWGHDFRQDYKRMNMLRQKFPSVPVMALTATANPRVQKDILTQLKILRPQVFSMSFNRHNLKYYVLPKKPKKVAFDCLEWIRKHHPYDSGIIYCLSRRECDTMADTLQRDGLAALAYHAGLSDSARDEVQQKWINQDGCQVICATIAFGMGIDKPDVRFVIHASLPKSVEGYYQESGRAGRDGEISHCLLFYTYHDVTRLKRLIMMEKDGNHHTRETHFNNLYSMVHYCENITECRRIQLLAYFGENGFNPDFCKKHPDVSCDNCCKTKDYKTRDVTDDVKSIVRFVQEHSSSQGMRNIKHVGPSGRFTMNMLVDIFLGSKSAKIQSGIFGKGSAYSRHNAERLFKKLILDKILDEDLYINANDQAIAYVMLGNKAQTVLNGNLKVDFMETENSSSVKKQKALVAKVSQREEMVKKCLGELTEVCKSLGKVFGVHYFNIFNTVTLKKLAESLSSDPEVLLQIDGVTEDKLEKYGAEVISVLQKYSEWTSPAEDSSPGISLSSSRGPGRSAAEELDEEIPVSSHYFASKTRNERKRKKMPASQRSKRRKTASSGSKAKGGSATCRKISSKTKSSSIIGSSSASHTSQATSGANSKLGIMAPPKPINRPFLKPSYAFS
# Pol beta inh: inhibitors of human DNA polymerase beta; P06746; Pol beta primer extension/strand displacement, fluorescence kinetic; Potency, µM (highest dose often 114 µM), for the others: top-dose activity change, negative = inhibition, actives largely listed as inhibitors; 1.3% of 340,000 active; note: potency is the fitted concentration of half-maximal effect; % is set by controls: 0 for no effect and ±100 for the full control effect
#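 Human Pol beta at 10 nM; strand-displacement substrate 50 nM final. Compound exposure 15 min at room temperature before start, reaction 10 min at room temperature.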
# POLH inh: blocks human DNA polymerase eta activity. recombinant Pol eta, fluorescent DNA replication assay. Potency, µM (top dose mostly 114 µM), inactives show at the top dose activity change, negative = inhibition, hits mostly inhibitors. 1.2% of 390,000 active; note: potency is the fitted concentration of half-maximal effect; % is set by controls: 0 for no effect and ±100 for the full control effect
#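 Pol eta (10 nM) was preincubated with compounds for 15 min at room temperature, after which fluorescent replication substrate (50 nM final) was added to start the reaction. Fluorescence was read kinetically at 0 and 10 min.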
# POLK inh: blocks human DNA polymerase kappa activity. Q9UBT6. purified Pol kappa, fluorescent DNA synthesis assay, 10 min. Potency, µM (top dose mostly 107 µM), for the others: top-dose activity, negative = inhibition, usual class: inhibitors. 0.53% of 400,000 active; note: potency is the fitted concentration of half-maximal effect; % is set by controls: 0 for no effect and ±100 for the full control effect
#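 Pol kappa 10 nM + cpd, 15 min RT; start w/ substrate 50 nM final; fluorescence kinetic read, 0 and 10 min. Neg ctrl: buffer, no enzyme.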
# Starred values were filed as active, the others as inactive; i = inactive; ? = inconclusive; nt = no result given; [ ] = another dose, or the depositor's remark. Unless noted, calls come from the whole dose curve; as a rule, active = well fitted curve in the direction sought with a large enough effect; inconclusive = small, poorly fitted or top-dose-only effect, or another doubt; inactive = no such curve, though single readings can be large; an effect the other way counts as inactive or inconclusive.
nr | structure | RXFP1 antag | APEX1 inh | PGK inhibitor | Anesthetic bind | POLI inh | BLM inh | Pol beta inh | POLH inh | POLK inh
1 | C/C(=N/NC(=O)c1ccc(Br)o1)c1cccc(NC(=O)c2ccc(F)cc2)c1 | -23 | -4% | 7% | -8% | 93%[activator] | -6% | 22% | -23% | -1%
2 | N#C/C(=C\c1c[nH]c2ccccc12)C(N)=O | 4 | -6% | 4% | -6% | 6% | 0% | -3% | -23% | -11%
3 | Cc1cccnc1CN1CCN(C(=O)CCc2nnc(CCc3ccccc3)o2)CC1 | 10 | 2% | -3% | -6% | -8% | 1% | 0% | -3% | 2%
4 | CC1CCN(CCOc2ccccc2-c2ccccc2)CC1 | -11 | 4% | 3% | -5% | 149%[activator] | -1% | 1% | -8% | -1%
5 | CCOC(=O)C1=CN(Cc2cccc(F)c2)S(=O)(=O)N(CC)C1c1ccccc1 (stereo not drawn) | nt | -13% | -8% | nt | ? | nt | nt | -14% | -2%
6 | COC(=O)C1=C(C)Nc2ncnn2C1c1ccccn1 (stereo not drawn) | -21 | 5% | ? | -2% | -4%[58.9 µM] | 2% | -7% | -3% | -10%
7 | Cc1c(Cl)cccc1NC(=O)CC1NCCNC1=O (stereo not drawn) | -11 | -2% | -9% | -7% | -3% | -1% | 14% | -8% | 9%
8 | Cn1c(CN2CCCCC2)c(C#N)c2ccccc21 | 21 | -2% | -5% | -16% | -7%[58.9 µM] | 2% | 2% | -2% | -10%
9 | Cc1ccccc1OCC(=O)NCCS(=O)(=O)N1CCN(c2ccc(F)cc2)CC1 | -17 | 30% | 13% | nt | 22% | nt | nt | -8% | -11%
10 | CS(=O)(=O)n1nc(C(=O)N2CCOCC2)nc1N | nt | 6% | i | -1% | -11% | 5% | 3% | -18% | 7%
11 | CC(=O)C(=Cc1ccc(O)cc1)C(C)=O | 9 | -3% | -8% | -10% | -14% | -6% | 15% | 2% | -7%
12 | COc1cc(C(=O)NC2CCCc3c2cnn3-c2ccccc2F)cc(OC)c1OC (stereo not drawn) | 3 | 9% | -10% | -3% | 50%[activator] | -1% | -1% | -16% | -7%
13 | COc1ccccc1OCC(=O)N(Cc1ccc(N(C)C)cc1)CC1CCCO1 (stereo not drawn) | -7 | nt | i | -12% | -3% | 3% | 3% | -21% | 6%
14 | C[C@H]1COC(=O)[C@H](CC(=O)OC(C)(C)C)C/C=C\C[C@H](CC(=O)N(CCO)Cc2ccccc2)C(=O)N1 | nt | 21% | i | nt | 27% | nt | nt | -3% | -6%
15 | NC(=O)c1ccsc1NC(=O)C1CCCN1S(=O)(=O)c1ccc(Cl)cc1 (stereo not drawn) | -6 | -2% | 3% | -8% | 1% | 3% | 29% | -2% | -6%
16 | COc1cccc(NC(=O)Cn2c(=O)n(-c3cccc(OC)c3)c(=O)c3sc4ccccc4c32)c1 | nt | nt | -1% | 9% | -17% | -3% | 18% | -10% | -7%
17 | CC(=O)NCCCc1nc2ccccc2n1Cc1ccc(C)cc1 | 0 | 0% | -6% | -9% | 24% | 1% | -2% | -8% | 8%
18 | O=c1c(Cc2c(F)cccc2Cl)c(O)ccn1CCCn1ccnc1 | -3 | 5% | 1% | -6% | -5% | -4% | 16% | 0% | -3%
19 | CCOC(=O)N1CCN(C(=O)CCN2C(=O)COc3ccc(C)cc32)CC1 | 29 | 1% | -6% | 3% | -3% | -3% | 21% | -2% | -7%
20 | Cc1c(-c2ccccn2)c(=O)[nH]n1-c1ccc(F)cc1 | -21 | -6% | i | -21% | 13% | -3% | 2% | -22% | 11%
21 | Cc1cc(C)cc(NC(=O)CC2NCCNC2=O)c1 (stereo not drawn) | 10 | -1% | -8% | -5% | 9% | -1% | 11% | -3% | -11%
22 | CCOC(=O)c1c(N)nn(C(=O)c2ccccc2)c1-c1ccccc1 | -16 | ? | 6% | -23% | -9% | -7% | -10% | -11% | -15%
23 | Cc1nn(Cc2ccc([N+](=O)[O-])cc2)c(=O)n1-c1ccc(Cl)cc1 | -16 | -10% | -10% | -10% | 61%[activator] | -7% | 55% | -19% | 0%
24 | CCn1cc(C(=O)O)c(=O)c2cc(F)c(N3CCN(S(=O)(=O)c4ccc5c(c4)OCCO5)CC3)cc21 | 3 | -7% | -7% | -5% | 2% | 4% | 1% | 34%[activator] | 10%
25 | Cc1ccc(NC(=O)CSc2nnc(C)c(=O)n2N)cc1 | -6 | -4% | -5% | -7% | 97%[activator] | -2% | -1% | -23% | 2%
26 | COC(=O)c1cn[nH]c1NC(=S)Nc1ccc(Cl)c(Cl)c1 | 1 | -2% | 4% | -16% | 8% | -3% | 33%[activator] | -2% | -14%
27 | C[C@H](CO)N1C[C@H](C)[C@@H](CN(C)Cc2ccc(-c3ccccc3)cc2)Oc2c(NC(=O)Nc3ccc4c(c3)OCO4)cccc2C1=O | nt | 8% | i | nt | 24% | nt | nt | -2% | -1%
28 | Cc1cc(C)n(CC(=O)N/N=C/c2c[nH]c3ccccc23)n1 | -2 | ? | -3% | -17% | 66%[activator] | -4% | -1% | -10% | -3%
29 | CCCOc1cccc(C(=O)N(Cc2ccco2)C2CCS(=O)(=O)C2)c1 (stereo not drawn) | 1 | 14% | 1% | -7% | 2% | -10% | 40% | 5% | -9%
30 | COc1ccc(S(=O)(=O)N(CCc2ccccc2)CC(=O)NCc2ccc(C)cc2)cc1 | nt | nt | 11% | 63%[activator] | 17% | -9% | -12% | -18% | 2%
31 | COCCn1c(=S)[nH]c2cc(C(=O)N3CCc4ccccc4C3)ccc2c1=O | -66* | -2% | -2% | -19% | 122%[activator] | -4% | 34%[activator] | -6% | -6%
32 | O=C(CCS(=O)(=O)c1cc(Br)cc2c1N(C(=O)C1CC1)CC2)N1CCN(c2ccc(F)cc2)CC1 | -1 | nt | i | -4% | -15% | 2% | 2% | 1% | -11%
33 | CC12CCC(=O)N1C(C(=O)Nc1ccc(SC(F)F)cc1)CS2 (stereo not drawn) | 15 | 2% | 3% | nt | 6% | nt | nt | -16% | 9%
34 | O=C(c1ccc(N2CCCCC2)c([N+](=O)[O-])c1)N1CCOCC1 | -9 | -2% | 1% | -15% | 7% | 0% | 12% | -3% | -11%
35 | Cc1cc(Cl)c(S(=O)(=O)N2CCCC2)cc1OCC(=O)NC1CCCCC1 | 2 | 2% | 8% | ? | 1% | -7% | 0% | -8% | -7%
36 | Cc1cc(=O)[nH]c(N/N=C/c2ccc(O)c(O)c2)n1 | -19 | -14% | 5% | 14% | ? | -12% | 11% | -6% | -17%

# 3 entries picked at random from those above, as already listed:
nr | structure | RXFP1 antag | APEX1 inh | PGK inhibitor | Anesthetic bind | POLI inh | BLM inh | Pol beta inh | POLH inh | POLK inh
35 | Cc1cc(Cl)c(S(=O)(=O)N2CCCC2)cc1OCC(=O)NC1CCCCC1 | 2 | 2% | 8% | ? | 1% | -7% | 0% | -8% | -7%
29 | CCCOc1cccc(C(=O)N(Cc2ccco2)C2CCS(=O)(=O)C2)c1 (stereo not drawn) | 1 | 14% | 1% | -7% | 2% | -10% | 40% | 5% | -9%
33 | CC12CCC(=O)N1C(C(=O)Nc1ccc(SC(F)F)cc1)CS2 (stereo not drawn) | 15 | 2% | 3% | nt | 6% | nt | nt | -16% | 9%

# (more compounds)
nr | structure | RXFP1 antag | APEX1 inh | PGK inhibitor | Anesthetic bind | POLI inh | BLM inh | Pol beta inh | POLH inh | POLK inh
37 | COc1ccc(NC(=O)NCc2ccccn2)c(OC)c1 | -3 | 21% | 0% | -3% | 5% | -1% | 20% | -11% | -11%
38 | COc1ccc(NC(=O)CCCNC(=O)c2ccc(Cl)cc2)cc1OC | 2 | 27% | 3% | -2% | -2% | -5% | 31% | -8% | 2%
39 | C=COCCNC(=O)Nc1ccc(Cl)c(Cl)c1 | -19 | 8% | 1% | ? | 11% | -13% | -2% | -4% | -7%
40 | CCOC(=O)C1CCCN(C(=O)CNC(=O)c2nn(-c3ccc(OC)c(Cl)c3)c(=O)c3ccccc23)C1 (stereo not drawn) | 4 | 45% | i | -18% | 58%[activator] | -6% | 1% | -10% | -10%
41 | COCCCNS(=O)(=O)c1ccc(OC)c(Cl)c1Cl | 13 | -3% | nt | 2% | -3% | -1% | 2% | 1% | -8%
42 | Cc1ccc(OCc2nnc(SCc3ccc(C#N)cc3)n2-c2ccc(C)cc2)cc1 | -19 | -6% | -8% | 39%[activator] | -10% | -10% | -22% | -19% | 0%
43 | CCOC(=O)c1c(C)[nH]c(C)c1C(=O)COC(=O)c1ccc(S(=O)(=O)N(CC)CC)cc1 | -6 | -4% | -6% | ? | -12%[58.9 µM] | -6% | 7% | -11% | -7%
44 | COc1cc(-c2noc(-c3ccc(NC4CCCC4)c([N+](=O)[O-])c3)n2)cc(OC)c1OC | nt | nt | -9% | ? | 18% | -6% | -17% | -18% | -18%
45 | Cc1c(C(C)C)c(=O)n(-c2ccc(S(=O)(=O)NC3CCCCC3)cc2)n1C | 12 | 7% | -3% | -19% | 39%[activator] | 1% | 7% | -8% | 3%
46 | COc1cc(CC(=O)O)ccc1OCc1ccccc1 | -4 | 4% | 10% | -5% | 19% | -5% | -2% | -14% | -9%

# Whole records as entered above. Order of values: RXFP1 antag	APEX1 inh	PGK inhibitor	Anesthetic bind	POLI inh	BLM inh	Pol beta inh	POLH inh	POLK inh
# Record of COc1cc(CC(=O)O)ccc1OCc1ccccc1 = -4	4%	10%	-5%	19%	-5%	-2%	-14%	-9%
# Record of Cc1c(Cl)cccc1NC(=O)CC1NCCNC1=O (stereo not drawn) = -11	-2%	-9%	-7%	-3%	-1%	14%	-8%	9%

# Not all compounds are listed; rates above refer to the full screens.
